# USP1 inh = USP1/UAF1 (human) deubiquitinase inhibition; O94782; recombinant USP1/UAF1, Ub-Rhodamine cleavage fluorescence; Potency, µM (highest dose often 57.1 µM), without a hit: at the highest dose activity change, negative = inhibition, actives largely listed as inhibitors; 390,000 compounds, 0.23% hits; note: % is set by controls: 0 for no effect and ±100 for the full control effect; nearly all actives have a fitted effect of over 60% in size; inactives centre near -12
#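 High-throughput fluorogenic screen: 1nM USP1/UAF1 complex, Ub-Rho substrate 150nM final, 50mM HEPES pH 7.8 with 0.5mM EDTA, 0.1 mg/ml BSA, 1mM TCEP and 0.01% Tween-20.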
# RXFP1 ag = activates the human relaxin receptor RXFP1. Q9HBX9. HEK293T-RXFP1 cAMP TR-FRET, 30 min; response scale: percent of porcine relaxin response, buffer zero. Potency, µM (top dose mostly 57.5 µM), inactives show at the highest dose activation, hits mostly activators. 370,000 compounds, 0.3% hits. AID 2676; note: % is set by controls: 0 for no effect and ±100 for the full control effect; nearly all actives have a fitted effect of over 60% in size; many of its hits are not listed in these tables
#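 Agonist response is measured as cAMP accumulation in an RXFP1-transfected HEK293T line under PDE4 inhibition. Values are scaled between buffer-only and 29 nM porcine relaxin, and EC50s come from standard Hill equation fits.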
# Vif-APOBEC3G blk = blocks the Vif interaction with human APOBEC3G. Q9HC16. HeLa A3G-eYFP + Vif (tagged APOBEC3G with the HIV-1 protein that degrades it), YFP fluorescence, overnight. Potency, µM (doses to about 46.1 µM), without a hit: at the top dose activity, negative = active, hits mostly inhibitors. 410,000 compounds, 0.076% hits. AID 602310;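 note: % is set by controls: 0 for no effect and ±100 for the full control effect; nearly all actives have a fitted effect of over 60% in size; hits raise eYFP signal because A3G escapes Vif-driven loss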
#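 Read-out is eYFP fluorescence (Ex 488/Em 500-530) from Vif-expressing HeLa A3G-eYFP cells; more signal means A3G escaped Vif-mediated degradation. Cells plated overnight, compound pinned in, incubated overnight at 37 deg C.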
# Vif-APOBEC3F blk = Vif-A3F binding inhibition; HeLa A3F-eYFP + Vif (tagged APOBEC3F with the HIV-1 protein that degrades it), YFP fluorescence increase; Potency, µM (series often up to 46.1 µM), for the others: at the top dose activity, negative = active; 390,000 compounds, 0.2% hits; note: % of control where 0% means no effect; nearly all actives have a fitted effect of over 65% in size
#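 Fluorescence increase (Ex 488/Em 500-530) after overnight compound treatment at 37 deg C flags inhibition of Vif-driven A3F-eYFP loss in stable HeLa A3F-eYFP/Vif cells seeded overnight beforehand.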
# mIDH1 inhibitor = blocks human mutant IDH1 R132H enzyme. AID 602179. 390,000 compounds, 0.093% hits. IDH1-R132H enzyme, NADPH consumption, diaphorase/resazurin fluorescence. Potency, µM (doses to about 76.6 µM), inactives show top-dose activity change, negative = inhibition, usual class: inhibitors; note: % is set by controls: 0 for no effect and ±100 for the full control effect; nearly all actives have a fitted effect of over 65% in size
# Target sequence (O75874 whole entry R132H, stated change not applied): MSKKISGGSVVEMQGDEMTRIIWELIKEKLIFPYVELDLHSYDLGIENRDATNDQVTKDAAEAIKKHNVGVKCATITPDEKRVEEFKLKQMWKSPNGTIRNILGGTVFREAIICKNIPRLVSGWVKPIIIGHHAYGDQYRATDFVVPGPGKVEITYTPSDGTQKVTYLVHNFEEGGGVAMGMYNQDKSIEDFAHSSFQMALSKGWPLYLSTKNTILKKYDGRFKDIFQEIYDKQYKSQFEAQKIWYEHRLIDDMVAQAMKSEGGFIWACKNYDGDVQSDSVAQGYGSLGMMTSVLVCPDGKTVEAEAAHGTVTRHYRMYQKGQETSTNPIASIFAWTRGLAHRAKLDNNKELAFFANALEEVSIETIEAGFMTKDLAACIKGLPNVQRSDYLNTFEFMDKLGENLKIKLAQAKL
#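 IDH1-R132H (0.5 ug/mL dispensed) in pH 7.5 Tris buffer was preincubated 30 min with compound, then given a substrate mix of 0.016 mM NADPH and 2 mM alpha-KG for 80 min at room temperature; remaining NADPH was read by diaphorase/resazurin fluorescence.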
# TrxR1 substrate = rat thioredoxin reductase 1 substrate activity. purified TrxR1 substrate turnover, NADPH consumption readout. O89049. 390,000 compounds, 0.01% hits. AID 588456. Potency, µM (titrated, usually from 114 µM), for the others: top-dose activity change, negative = substrate turnover; note: % is set by controls: 0 for no effect and ±100 for the full control effect; nearly all actives have a fitted effect of over 50% in size
#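 Rat TrxR1, dispensed at 90 nM, was prereduced with 400 uM NADPH (final) for 5 min at ~22 deg C, then incubated with compound 15 min before 400 uM selenite. A first-read NADPH fluorescence drop versus no-compound background flagged substrates.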
# RGS4 inhibitor = blocks human RGS4-accelerated GTP hydrolysis; P49798; Transcreener GDP fluorescence polarization, RGS4-accelerated GTP hydrolysis; Potency, µM (highest dose often 114 µM), for the others: at the highest dose activity change, negative = inhibition, hits mostly inhibitors; 390,000 compounds, 0.039% hits; note: % is set by controls: 0 for no effect and ±100 for the full control effect; nearly all actives have a fitted effect of over 75% in size; some results filed as inactive show a strong effect at the top dose
#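 MLSMR compounds (23 nl, pin-transferred) preincubated 10 min at room temperature with a 500nM (2x) first reagent, then RGS4 at 900nM (2x) plus Transcreener GDP mix added; fluorescence polarization (620/688 nm) read before and after 90 min at 30 °C.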
# TrxR1 inh = inhibitors of rat thioredoxin reductase 1. O89049. recombinant rTrxR1, NADPH fluorescence consumption, selenite substrate. Potency, µM (top dose mostly 114 µM), for the others: at the top dose activity change, negative = inhibition, hits mostly inhibitors. 390,000 compounds, 1% hits; note: % is set by controls: 0 for no effect and ±100 for the full control effect; nearly all actives have a fitted effect of over 65% in size
#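 Rat TrxR1 (90 nM in the dispensed reagent) was pre-reduced with 400 uM NADPH for 5 min at room temperature, then incubated with compound for 15 min. After 400 uM selenite was added, NADPH fluorescence (Ex 340/Em 450 nm) was followed for 8 min.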
# 12-LOX inh = blocks human arachidonate 12S-lipoxygenase | purified 12hLO, xylenol orange hydroperoxide absorbance | AID 1671190 | 580,000 compounds, 1.1% hits | P18054 | Potency, µM (doses to about 108 µM), for the others: top-dose activity change, negative = inhibition, hits mostly inhibitors; note: % is set by controls: 0 for no effect and ±100 for the full control effect
# Target sequence (P18054 whole entry, looked up): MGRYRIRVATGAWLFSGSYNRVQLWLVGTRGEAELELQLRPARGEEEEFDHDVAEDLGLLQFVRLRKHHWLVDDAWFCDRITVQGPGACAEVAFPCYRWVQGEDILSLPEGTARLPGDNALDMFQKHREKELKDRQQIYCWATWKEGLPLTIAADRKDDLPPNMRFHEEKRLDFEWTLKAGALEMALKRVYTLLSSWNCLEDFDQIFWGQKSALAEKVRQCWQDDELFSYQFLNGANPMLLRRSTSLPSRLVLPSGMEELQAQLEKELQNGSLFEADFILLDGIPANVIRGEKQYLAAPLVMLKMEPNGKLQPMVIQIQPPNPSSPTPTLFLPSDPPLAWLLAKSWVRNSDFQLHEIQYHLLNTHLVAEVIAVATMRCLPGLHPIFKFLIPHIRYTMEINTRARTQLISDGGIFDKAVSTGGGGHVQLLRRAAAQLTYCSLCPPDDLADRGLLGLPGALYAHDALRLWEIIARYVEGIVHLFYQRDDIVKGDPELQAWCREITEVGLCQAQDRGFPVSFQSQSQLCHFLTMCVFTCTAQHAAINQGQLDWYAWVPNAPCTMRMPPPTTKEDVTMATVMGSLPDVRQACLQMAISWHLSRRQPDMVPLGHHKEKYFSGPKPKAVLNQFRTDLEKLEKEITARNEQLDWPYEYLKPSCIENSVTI
#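 Hydroperoxide product was detected by ferrous iron/xylenol orange as the 573 to 405 nm absorbance ratio. Arachidonic acid at 40 uM (final) was turned over for 30 min at room temperature by 150 nM human 12hLO, pH 7.0 Hepes buffer, after 15 min compound preincubation.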
# Active calls of the source: *; ? = inconclusive; . = not tested or not shown; & = joins results of further samples; [ ] = another dose, or the depositor's remark. Calls come from the whole dose curve; as a rule, active = well fitted curve in the direction sought with a large enough effect; inconclusive = small, poorly fitted or top-dose-only effect, or another doubt; inactive = no such curve, though single readings can be large; an effect the other way counts as inactive or inconclusive. Potency is the fitted concentration of half-maximal effect. This is a subset, so the mix of outcomes need not match the whole.
# Fields – Vif-APOBEC3G blk, TrxR1 inh, mIDH1 inhibitor, TrxR1 substrate, RGS4 inhibitor, Vif-APOBEC3F blk, USP1 inh, RXFP1 ag, 12-LOX inh
> COc1ccc(C(=O)Nc2ccccc2N2CCOCC2)cc1[N+](=O)[O-]
  -1%, -6%, 4%, -11%, 17%, -6%, 0%, 0.8%, 7%
> COc1ccc(OC)c(NS(=O)(=O)c2ccc3c(c2)n(C)c(=O)n3C)c1
  3%, -7%, 1%, 0%, 8%, -5%, -14%, 3.9%, 48%[activator][57.4 µM]
> CCN1C(=O)c2cccc3c(S(=O)(=O)Nc4ncccc4C)ccc1c23
  -6%, -9%, 9%, 5%[57.1 µM], -7%, 1%, -1%, 7.5%, -12%
> CCc1ccccc1NC(=O)CCCN1C(=O)c2cccnc2C1=O
  5%, 2%[57.1 µM], -2%, 8%[57.1 µM], 12%, 6%, -20%, ?, -2%
> Cc1ccc(NC(=O)CN(C)C(=O)Cc2coc3cc(C)c(C)cc23)cc1
  0%, -9%[57.1 µM], -9%, -9%[57.1 µM], 17%, 4%, -6%, ., -3%
> Cc1ccccc1-n1c(=O)c2c(n3cnnc13)-c1ccccc1CC21CCCCC1
  2%, 10%[57.1 µM], -3%, -11%[57.1 µM], -39%, 5%, -25%, 5.2%, -7%
> O=C(Nc1ccc(OC(F)(F)F)cc1)C1CC(=O)N(Cc2ccco2)C1 (stereo not given)
  -6%, 3%, 2%, -2%, 12%, 4%, -4%, 0.1%, -25%
> O=C(c1ccc(F)cc1)C1CCN(C(=O)Nc2ccc(F)cc2F)CC1
  2%, -5%, 0%, -6%, -12%, 11%, -7%, 2.8%, -3%
> N#Cc1c(-c2ccccc2)cc(-c2ccc(O)cc2)nc1N
  -25%, 40%, 11%, 49%[activator], 24%, -4%, -8%, 2.8%, ?
> O=[N+]([O-])c1cc([N+](=O)[O-])c(Oc2cc(F)cc(F)c2)cc1NN1CCCCC1
  0%, 3%, -8%, 2%, ?, 0%, -14%, -1.9%, 9%
> CCN=c1scc(-c2ccco2)n1/N=C/c1ccc(O)cc1
  -3%, -16%, 8%, -4%, -28%, -1%, -28%, -1.4%, ?
> COc1ccc(Nc2nc(-c3c(C)nc4ncccn34)cs2)cc1
  -57%, -7%, 15%, -10%, ?, -13%, -24%, 0.2%, ?
> COc1ccc(Br)cc1CNC(=O)c1cnc2sc(N3CCCC3)nn2c1=O
  -3%, 9%[57.1 µM], -4%, 10%[57.1 µM], -6%, 1%, -21%, 1.8%, -27%
> CCCCS(=O)(=O)/C=C\C=C/S(=O)(=O)CCCC
  -21%, 3.5µM*, -1%, 9%[57.1 µM], ?, -4%, -3%, 2.1%, .
> Cc1cc(Br)ccc1NC(=O)CN(C)Cc1cccs1
  0%, 8%, 1%, -2%, 16%, -1%, -22%, 1.3%, 11%
> COc1cc(NC(=O)CSc2nc3ccccc3cc2Cc2ccccc2)cc(OC)c1
  -1%, 32%, -12%, 9%, -2%, -6%, -22%, 2.9%, 11%
> O=c1c2c(nc3nc(NCc4cccc5ccccc45)[nH]n13)CCC2
  -2%, 25%[57.1 µM], 19%, 16%, 15%, 12%, -16%, 1.5%, -8%
> O=C(C[C@@H]1C/C=C\C[C@H](Cc2ccc(F)cc2)C(=O)OC[C@@H](Cc2c[nH]c3ccccc23)NC1=O)NCCO
  -4%, 13%, 7%, -3%, -11%, 5%, -22%, ., -27%
> CN1C(=O)c2[nH]nc(-c3ccc(F)cc3)c2C1c1ccccn1 (stereo not given)
  1%, 3%, 1%, -1%, 1%, 7%, -11%, 3.3%, 0%
> O=C(Nc1cccc(N2CCCC2)c1)c1cccs1
  0%, 16%, 4%, 1%[57.1 µM], -41%, 1%, -20%, -0.4%, ?
> CCN(CC(=O)Nc1c(F)cccc1F)C(=O)c1ccc(-c2ccccc2)cc1
  -5%, -7%, 3%, -10%, 0%, 10%, -30%, -0.2%, -20%
> CCn1c(=NC(=O)C2COc3ccccc3O2)sc2c(OC)ccc(OC)c21 (stereo not given)
  0%, 2%, -3%, -4%, -2%, 0%, -23%, 8.1%, 0%
> COc1ccc(CCNC(=O)CCC(=O)NC2CCCC(C)C2C)cc1OC (stereo not given)
  -5%, -15%, -1%, -10%, -28%, -2%, -1%, 3.4%, -1%
> CCCN(CCC)C(=O)Cn1ccc(=N)c2ccccc21
  0%, 9%[57.1 µM], 0%, 5%[57.1 µM], -26%, 3%, -18%, -1.7%, 0%
> Cc1cc(C)n(-c2nc(NC(C)C)nc(NC(C)C)n2)n1
  2%&0%, 11%&5%, 2%, 4%&6%, -21%&15%, -3%, -18%, 0.5%, 11%
> Cc1cc(N(CN2CCCC2=O)C(=O)c2ccc(F)cc2)no1
  2%, -5%, 2%, -5%, 15%, -5%, -16%, -0.7%, -18%
> O=C(/C=C/Nc1ccc(S(=O)(=O)Nc2ncccn2)cc1)c1ccc2ccccc2c1
  1%, 24%, 14%, 8%, 8%, 6%, -7%, -2.2%, -7%
> CCn1cc(C(=O)NC2CCCCC2)c(=O)c2cc(S(=O)(=O)N(C)C)ccc21
  -1%, 1%[57.1 µM], ?, 0%[57.1 µM], 3%, 0%, -21%, 0.1%, 363%[activator]
> COc1ccccc1OCCSc1nc2ccccc2n1CCC(=O)O
  -7%, 17%, 9%, 2%, -6%, 0%, -23%, 0.0%, -11%
> CCc1cc(CN2CCOCC2)c(NC(=O)c2ccccc2)s1
  -5%, -9%[57.1 µM], -2%, 1%[57.1 µM], 10%, -24%, -25%, -0.8%, 0%

# Only 12-LOX inh and RXFP1 ag (2 entries from above):
Compound	12-LOX inh	RXFP1 ag
CCCCS(=O)(=O)/C=C\C=C/S(=O)(=O)CCCC	.	2.1%
Cc1cc(Br)ccc1NC(=O)CN(C)Cc1cccs1	11%	1.3%

# Further entries
# Fields – Vif-APOBEC3G blk, TrxR1 inh, mIDH1 inhibitor, TrxR1 substrate, RGS4 inhibitor, Vif-APOBEC3F blk, USP1 inh, RXFP1 ag, 12-LOX inh
> COc1ccc(/C=N/NC(=O)c2ccncc2)cc1CN1CCN(c2ccc(F)cc2)CC1
  -3%, -2%[57.1 µM], 2%, 0%[57.1 µM], -28%, 5%, -3%, -1.5%, 12%
> CC1CCN(S(=O)(=O)c2ccc(NC(=O)c3ccco3)cc2)CC1
  0%, -8%[57.1 µM], 3%, 3%[57.1 µM], -20%, 1%, -7%, 0.4%, -28%
> Cc1ccccc1OCC(=O)NCC(=O)OCc1ccc(Br)cc1
  -1%, 10%, 2%, -7%, -6%, -14%, 1%, -1.0%, -7%
> Cc1cccc(N2CCN(CCCNC(=O)Cn3ncc4c([nH]c5ccccc54)c3=O)CC2C)c1 (stereo not given)
  -2%, 22%, 3%, 6%, 4%, -13%, -28%, 3.5%, ?
> CCOC(=O)C(C)Oc1cccc2c(=O)n(CC(=O)NCc3ccccc3)ccc12 (stereo not given)
  ?, 22%, 0%, 9%, 0%, -1%, -1%, -1.0%, -3%
> CCc1ccc(-n2nc(C)c3c(C)cc(=O)n(CC(=O)NCc4ccc(C)cc4)c32)cc1
  3%, -4%[57.1 µM], -5%, -7%[57.1 µM], -1%, 4%, -18%, 23%, -13%
> CC1CC(=O)c2c(cc3c(-c4c(O)cc(O)c5c(O)c6c(cc45)OC(C)CC6=O)c(O)cc(O)c3c2O)O1 (stereo not given)
  -6%, -20%, -26%, -13%, ?, 2%, 32µM*, 0.1%, .
> CCOC(=O)c1nnc(-c2ccccc2)nc1Oc1ccc(Cl)cc1
  -9%, -7%[57.1 µM], 6%, 2%, 18%, -12%, -17%, 1.8%, ?
> Cc1ccc([C@H]2C[C@@H](n3cc(-c4ccc(F)cc4)nn3)[C@H](O)CN2Cc2cccs2)cc1
  -21%, ., 9%, ., ., -23%, -23%, ., -26%
> COc1ccc(NC(=O)CN(c2ccccc2)S(=O)(=O)N(C)C)cc1OC
  2%, 11%, -3%, 10%, -8%, -11%, -5%, 1.8%, -15%
> Cc1ccc(-n2nc(C(=O)N3CCN(c4cccc(C(F)(F)F)c4)CC3)c3c4ccccc4n(C)c3c2=O)cc1
  ., 13%, ., -5%, 13%, ., 12%, 5.2%, -11%
> O=C(CN1C(=O)C2C3C=CC(C3)C2C1=O)Nc1ccc2c(c1)OCCO2 (stereo not given)
  0%, 1%, 4%, 0%, 14%, 3%, -19%, 1.3%, 9%
> Cc1cccc2c(C(=O)Nc3ccc(Br)cc3)cc(-c3ccccn3)nc12
  2%, -8%[57.1 µM], -11%, 2%[57.1 µM], 7%, ?, 2%, ?, 0%
> CC(C)c1ccc2[nH]c(O)c(N=NC(=O)c3cccc(S(=O)(=O)N4CCCCC4)c3)c2c1
  1%, -6%, 1%, -11%, -7%, -1%, -19%, 4.5%, 18%

# Filtered by structure, the compounds so far with a CF3 group.
# Fields – Vif-APOBEC3G blk, TrxR1 inh, mIDH1 inhibitor, TrxR1 substrate, RGS4 inhibitor, Vif-APOBEC3F blk, USP1 inh, RXFP1 ag, 12-LOX inh
> O=C(Nc1ccc(OC(F)(F)F)cc1)C1CC(=O)N(Cc2ccco2)C1 (stereo not given)
  -6%, 3%, 2%, -2%, 12%, 4%, -4%, 0.1%, -25%
> Cc1ccc(-n2nc(C(=O)N3CCN(c4cccc(C(F)(F)F)c4)CC3)c3c4ccccc4n(C)c3c2=O)cc1
  ., 13%, ., -5%, 13%, ., 12%, 5.2%, -11%

# Source: PubChem BioAssay
